Assay outcomes from PubChem BioAssay.
MKP-3 inhibition: MKP-3 phosphatase inhibitors, primary screen, biochemical, rat enzyme, in vitro (AID 425); recombinant MKP-3 phosphatase activity, fluorescence; higher % means a stronger effect; inhibition, % at 20 µM; hits with a dose series show IC50 in µM; 110,000 compounds, 0.17% hits; in the data active = inhibition above about 50%;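 also: plate controls were vehicle for no effect and reference inhibitor for full effect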
Hsp70 displacement: Hsp70 inhibitors, probe displacement, primary screen, biochemical, fluorescence polarization (AID 583). Hsp70 fluorescence polarization probe displacement, mP; higher % means a stronger effect. displacement, % at 20 µM; hits with a dose series show IC50 in µM. 140,000 compounds, 0.06% hits; in the data active = displacement above about 50%;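 also: plate controls were vehicle for no effect and reference ligand for full effect; a part of the inactive calls stands beside numbers as strong as those of hits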
* marks the source's active call; other numbers are inactive results; . = not tested or not shown; & = joins results of further samples.

Hsp70 displacement	MKP-3 inhibition	structure
4.1%	-5%	O=C(Nc1ccc2nn(-c3cccc([N+](=O)[O-])c3)nc2c1)c1ccccc1Br
-1.5%	.	CC(C)OC(=O)c1cccc(C(=O)Oc2ccc(Br)cc2)n1
2.3%	-1%	CCc1ccc(NC(=O)CSc2nnc(Cn3c(=O)sc4ccccc43)n2C)cc1
4.1%	.	Clc1nc(NCc2cccnc2)nc(N2CCOCC2)n1
-2.6%	.	CCOC(=O)c1cc(-c2ccccc2)nc2c1c(C)nn2-c1ccccn1
7.2%	2%	O=C(Nc1ccccc1C(=O)NCc1ccccc1)c1ccccc1Cl
.	4%	COc1ccc(OC)c(NC(=O)CC(Cc2ccccc2OC)C(=O)O)c1 (centres undefined)
-1.9%	-4%	COC(=O)c1c(C)n(-c2ccc(OC)cc2)c2ccc(O)cc12
-1.9%	7%	Cc1cccc2cc(COC(=O)C(C)C)c(=O)[nH]c12
0.1%	4%	COc1ccccc1NC(=O)c1cc2cc(Br)ccc2oc1=O
-4.0%	1%	Cc1ccc(-n2c(C)cc(/C=N/NC(=O)c3ccncc3)c2C)cc1
-1.4%	-3%	O=C(O)/C=C/c1ccc(-c2ccc(Cl)c(Cl)c2)o1
0.9%	3%	Cc1ccc(OCC(=O)Nc2ccc(I)cc2Cl)c(C)c1
4.1%	2%	COC(=O)C1=C(N)n2c(s/c(=C\c3cccnc3)c2=O)=C(C(=O)OC)C1c1cccnc1 (centres undefined)
-1.4%	3%	C=CCOc1ccc(/C=C2\C(=O)NC(=S)N(c3ccccc3)C2=O)cc1OC
1.4%	4%	Clc1ccc(-n2ncc3c(NCc4ccco4)ncnc32)cc1
0.3%	-4%	C=C(C)CSc1nc(N)c2c3c(sc2n1)CCC3
-4.6%	-1%	N#Cc1c(NC(=O)CSC2=NCCS2)sc2c1CCCC2
0.2%	1%	COc1ccc(C2Nc3ccccc3C(=O)N2Cc2ccccc2)cc1CN1C(=O)c2ccccc2C1=O (centres undefined)
-5.4%	5%	CCCOC(=O)c1ccc(NC(=O)c2cc(Br)ccc2OC)cc1

Overlap with the part before: 5 compounds, followed by the next part.
Hsp70 displacement	MKP-3 inhibition	structure
1.4%	4%	Clc1ccc(-n2ncc3c(NCc4ccco4)ncnc32)cc1
0.3%	-4%	C=C(C)CSc1nc(N)c2c3c(sc2n1)CCC3
-4.6%	-1%	N#Cc1c(NC(=O)CSC2=NCCS2)sc2c1CCCC2
0.2%	1%	COc1ccc(C2Nc3ccccc3C(=O)N2Cc2ccccc2)cc1CN1C(=O)c2ccccc2C1=O (centres undefined)
-5.4%	5%	CCCOC(=O)c1ccc(NC(=O)c2cc(Br)ccc2OC)cc1
2.5%	-5%	Cc1cc(NC(=O)CS(=O)(=O)c2cn(Cc3ccc(F)cc3)c3ccccc23)no1
-6.2%	3%	CCCC(=O)NS(=O)(=O)c1ccc(NS(=O)(=O)c2ccc(C)cc2)cc1
10%	.	CCOc1ccc2nc(NC(=S)NCc3ccccc3)sc2c1
0.3%	2%	O=C(NC1=NCCS1)c1ccc2c(c1)C(=O)N(Cc1ccco1)C2=O
-1.4%	4%	CCCOc1cccc(C(=O)Nc2cc(OC)c(OC)cc2C(=O)O)c1
-4.5%	3%	CCN=C1SC(CC(=O)Nc2cccc(C(F)(F)F)c2)C(=O)N1CC (centres undefined)
9.6%	1%	O=C(NCCCN1CCOCC1)c1cc2cc(Br)ccc2oc1=O
3.7%	-1%	COc1cc(C2NC(=S)NC(C)=C2C(=O)Nc2ccc(Br)cc2)ccc1O (centres undefined)
-1.4%	-1%	Cc1ccccc1CN(c1ccc(C(=O)N2CCCC2)cc1)S(C)(=O)=O
1.4%	-5%	CCn1c(SCC(=O)N2CCCc3ccccc32)nc2ccccc2c1=O
-7.8%	3%	CC(=O)Nc1cccc(-c2nc3ccc(NC(C)=O)cc3[nH]2)c1
1.3%	-3%	COc1ccc(C2CC(=O)N3CN(c4ccccc4F)CSC3=C2C#N)cc1OC (centres undefined)
-4.8%	3%	O=C(c1cc2nc(-c3ccc([N+](=O)[O-])cc3)cc(C(F)(F)F)n2n1)N1CCCC1
-6.5%	5%	CCOC(=O)c1nnn(-c2nonc2N)c1-c1ccc(OCC)cc1
-0.1%	.	Clc1ccc(Cn2ncc3c(NCc4ccccc4)ncnc32)cc1
1.8%	0%	CN(C)/C=C1\N=C(c2ccccc2Cl)OC1=O
3.8%	2%	CCc1ccc(N2CC(C(=O)Nc3ccc(Br)cc3)CC2=O)cc1 (centres undefined)
2.5%	0%	O=C(Nc1ccc(Cl)cc1)C(=O)NC1CC1
-1.8%	.	O=C(C1CC(c2ccccc2O)=NO1)N1CCCCC1 (centres undefined)
-3.9%	3%	COc1cccc(C2N(c3ccc(Cl)c(Cl)c3)C(=O)C3CCCN32)c1OC (centres undefined)
-6.2%	.	CC(C)C1Oc2ccccc2N(CC(=O)N(Cc2ccccn2)C2CC2)C1=O (centres undefined)
-1.3%	-7%	CCOC(=O)CC(=O)CSc1ccc2nnc(-c3ccc(C)cc3)n2n1
1.8%	1%	O=C1CN(S(=O)(=O)c2cccc([N+](=O)[O-])c2)CC(=O)N1
-0.9%	-7%	Cc1cccc(Cn2c(N3CCN(c4ccccc4)CC3)nc3c2c(=O)n(C)c(=O)n3C)c1
5.6%	-6%	Nc1nonc1C(=O)NCCc1ccccc1
1.9%	.	CN1CCN(C(=O)NC2CCCCC2)CC1
-0.2%	2%	COc1ccc(CCNC(=O)c2ccc(C#Cc3ccccc3)cc2)cc1OC
3.1%	0%	Cc1c(C(c2ccc(I)o2)c2c(C)n(C)n(-c3ccccc3)c2=O)c(=O)n(-c2ccccc2)n1C
3.8%	4%	COc1ccc(-n2nc3c(c2NC(=O)c2ccc(Br)cc2)CS(=O)C3)cc1 (centres undefined)
7.3%	2%	COc1cc(OC)c(C2=NOC(C(=O)O)C2)cc1Cl (centres undefined)
17%	3%	COc1cc(/C=C2/C(=O)NC(=O)N(c3cccc(C)c3)C2=O)cc(Cl)c1O
0.4%	-5%	CC(CN1CCOCC1)C(=O)O (centres undefined)
3.4%	0%	COc1ccc(C)cc1NC(=O)CNC(=O)Cn1ccc2ccccc2c1=O
3.3%	-7%	CCCCC(=O)N1CCCC(c2nc3c(nnn3Cc3cc(C)ccc3C)c(=O)[nH]2)C1 (centres undefined)
5.9%	10%	Oc1ccc(/C=N/Nc2nncc(-c3ccccc3)n2)c(O)c1O
3.3%	-2%	O=[N+]([O-])c1ccc(-c2cc(-c3ccc(I)cc3)n[nH]2)cc1
-4.8%	-6%	CCOC(=O)CCc1c(C)c2ccc(OCC(=O)N(CC)CC)c(C)c2oc1=O
6.5%	2%	CC1=NN(c2ccc(Cl)c(C(=O)O)c2)C(=O)/C1=C\c1cccc([N+](=O)[O-])c1
-5.0%	-8%	Cc1ccc(CC2CC(=O)N(Cc3ccco3)C2=O)cc1 (centres undefined)
0.9%	2%	O=C(COc1ccc(Cl)cc1)Nc1ccc(OC(F)(F)F)cc1
-2.8%	.	O=C(Nc1ccc2c(c1)C(=O)N(c1ccccc1)C2=O)C1CCCO1 (centres undefined)
3.5%	-1%	COc1cc(Br)cc(/C=C2/C(=O)NN(c3ccccc3)C2=O)c1O
6.8%	0%	COC(=O)c1ccc(-c2ccc(/C=C3\C(=O)NN(c4ccccc4)C3=O)o2)cc1
-0.4%	0%	O=C(/C=C/c1ccc(Br)cc1)N1CCN(c2ccc([N+](=O)[O-])cc2)CC1
3.2%	0%	COc1ccc(N=Nc2c(N)n[nH]c2N)cc1
3.5%	-4%	CC1(C)Cc2c(c(N3CCOCC3)nc3sc(C#N)c(N)c23)CS1
-1.7%	-5%	Cc1ccc(S(=O)(=O)NC(C)C2C3CC4CC(C3)CC2C4)cc1 (centres undefined)
4.6%	-16%	N#Cc1nc(COc2ccc(Br)cc2)oc1N1CCCCCC1
-4.5%	5%	O=C1Nc2c(S(=O)(=O)Nc3ccccc3)cc(S(=O)(=O)Nc3ccccc3)c3cccc1c23
4.0%	-4%	CC(C)(C)NC(=O)CSc1nnc(NC(=O)CCn2cnc3ccccc3c2=O)s1
1.7%	-1%	COc1cc(CN2CCN(C(=O)c3cccs3)CC2)cc(OC)c1OC
4.4%	-2%	CCc1[nH]nc2c1C1(CCN(C(=O)OCc3ccccc3)CC1)C(C#N)=C(N)O2
1.3%	.	COCc1[nH][nH]c(=O)c1C=Nc1ccc(Cl)cc1
1.6%	24%	COc1ccc(Cl)cc1C(=O)Nc1ccc(Cl)c(-c2nc3ncccc3o2)c1
-0.9%	.	O=c1c(-c2ccc(Oc3ccccc3)cc2)[n+]([O-])c2ccccc2n1OCc1ccccn1
3.1%	-1%	CCOc1ccc(NC(=O)c2cc3cc(OC)ccc3oc2=O)cc1
-0.1%	-7%	CCN(CC)S(=O)(=O)c1ccc2c(c1)nc(CCC(=O)OCc1c(C)noc1C)n2C
2.9%	-2%	O=C(NCc1ccccn1)c1ccccc1[N+](=O)[O-]
2.8%	.	COc1ccc(Br)cc1CNC(=O)Nc1cccs1
-1.5%	3%	CC(=O)Nc1ccc(S(=O)(=O)NCCC(C)C)cc1

Additional compounds
Hsp70 displacement	MKP-3 inhibition	structure
.	-5%	CCC1CCCCN1CCCn1c(=S)[nH]c2ccccc2c1=O (centres undefined)
5.4%&5.3%	2%&8%	CN(C)c1ccc(N=Cc2ccco2)cc1
-2.3%	.	Cc1cc(NC(=O)CSc2nc3c(sc4ccccc43)c(=O)n2CCc2ccccc2)n[nH]1
5.6%	1%	CCC(C(=O)Nc1ccccc1)c1ccccc1 (centres undefined)
1.0%	-1%	C=CCN(CP(C)(=O)OC(C)C)C(C)=O (centres undefined)
-1.4%	7%	CC1=NN(c2ccccc2)C(=O)/C1=C\c1ccccc1Cl
-2.8%	-10%	CCOc1ccc(C(=O)Nc2c3c(nn2C(C)(C)C)CSC3)cc1OCC
1.8%	.	CCCc1nnc(NC(=O)CCCN2C(=O)c3ccccc3C2=O)s1
1.3%	.	CCC1CCCCN1S(=O)(=O)c1ccc(NC(=O)c2cccs2)cc1 (centres undefined)
-3.9%	-6%	CC(=O)Nc1ccc(NC(=O)c2cc(C)nn2-c2ccccc2)cc1
5.6%	3%	O=C(Nc1cc([N+](=O)[O-])ccc1Cl)c1cc2ccccc2o1
-6.1%	2%	COc1ccc(/C=C/C(=O)c2ccc(C)cc2)cc1[N+](=O)[O-]
-0.8%	0%	CC(NS(=O)(=O)c1cccc([N+](=O)[O-])c1)C1C2CC3CC(C2)CC1C3 (centres undefined)
-9.0%&-3.6%	-5%&2%	Cc1ccc(-c2cc3nc4c(c(=O)n3[nH]2)CCCC4)cc1
-3.7%	3%	Cn1c(=O)c2c(nc(NC(Cc3ccccc3)C(=O)O)n2Cc2ccccc2)n(C)c1=O (centres undefined)
0.4%	1%	O=C(/C=C/c1cc(Br)cs1)Nc1ccccc1
-0.2%	7%	COc1cc(-c2nnc(SCC(=O)N3CCCC3)o2)cc(OC)c1OC
-2.3%	.	CC(C)(C)C(=O)NCCCc1ccccc1
6.5%	.	CCc1nc2c(nnn2Cc2ccc(F)cc2)c(=O)[nH]1
-1.2%	.	Cc1cc(NC(=O)CSc2nnc(Cc3ccccc3)n2C)no1
1.2%	7%	O=C(Nc1ccc(N2CCN(C(=O)c3ccc(Cl)cc3)CC2)cc1)c1ccc(Br)o1
-4.1%	-4%	Cc1cc(NC(=O)CSc2nnc(-c3ccncc3)n2N)ccc1Br
-2.4%	0%	CCOC(=O)CC(=O)c1cc(C(C)=O)c(Nc2ccccc2)s1
-0.6%	2%	Cc1ccc(-n2nc(C)c(-c3cccc([N+](=O)[O-])c3)c2C)cc1C
2.1%	3%	Cc1c(C(=O)O)c(-c2ccccc2)nn1-c1ccccc1
-2.1%	3%	COc1ccc(CNC(=O)COc2cccc(C)c2)cc1
-2.1%	9%	COc1cc(C=C2C(=O)c3ccccc3C2=O)ccc1OCc1ccc(F)cc1
-4.6%	0%	COc1ccc(-n2cnc3c(cnn3CCC#N)c2=N)cc1
-0.6%	.	CCOc1cc2[nH]c(=O)n(CCC(=O)NCc3ccc(OC)cc3)c(=O)c2cc1OCC
1.5%	.	CCc1ccc(C2CC(c3ccc(Cl)cc3)=NNC2=O)cc1 (centres undefined)
2.6%	-10%	Cc1c(NC(=O)Nc2ccc(Cl)c(Cl)c2)c(=O)n(-c2ccccc2)n1C
2.5%	.	CCOc1ccc(S(=O)(=O)NCCSc2ccccc2)cc1
-0.8%	-6%	O=C1c2ccccc2NC(c2ccc(F)cc2)N1Cc1ccco1 (centres undefined)
-4.1%&5.5%	1%&0%	C/C(NC(=O)c1ccccc1)=C1/C(=O)CC2C1C2(C)C (centres undefined)
3.5%	-2%	COc1ccc(-n2nc(C(=O)Nc3ccc4c(c3)OCO4)c3c4ccccc4n(C)c3c2=O)cc1
-3.4%	7%	CN1C=CC=C/C1=C(\C#N)c1nc2ccccc2[nH]1

5 compounds from above, ordered by count of non-hydrogen atoms, highest first.
Hsp70 displacement	MKP-3 inhibition	structure
-4.8%	-6%	CCOC(=O)CCc1c(C)c2ccc(OCC(=O)N(CC)CC)c(C)c2oc1=O
1.4%	-5%	CCn1c(SCC(=O)N2CCCc3ccccc32)nc2ccccc2c1=O
-0.6%	2%	Cc1ccc(-n2nc(C)c(-c3cccc([N+](=O)[O-])c3)c2C)cc1C
-1.9%	7%	Cc1cccc2cc(COC(=O)C(C)C)c(=O)[nH]c12
0.4%	1%	O=C(/C=C/c1cc(Br)cs1)Nc1ccccc1

Not all compounds are listed; rates above refer to the full screens.
